From PubChem BioAssay
PostGolgi ctrl: yeast control strain growth, post-Golgi counter-screen; inhibition, % at 10 µM; AID 738; efflux-deficient yeast background strain, growth absorbance A615, 16 h; 98,000 tested, 5% active
S1P2 ag: agonists of human S1P2 receptor; S1P2-expressing cell line, agonist reporter read-out; activation, % at 4.5 µM; 97,000 tested, 0.46% active; AID 729; in the data active = activation above about 16%;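 also: 0% = vehicle low control and 100% = maximal reference agonist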
S1P2 antag: antagonists of human S1P2 receptor. cell-based S1P2 antagonist assay, inhibition at 5 uM. inhibition, % at 5 µM. 97,000 tested, 0.21% active. AID 736; in the data active = inhibition above about 45%;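 also: CRE beta-lactamase reporter cells expressing human S1P2 stimulated with S1P; 0% = agonist at EC80 alone and 100% = agonist plus reference antagonist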
HIV Rev-RRE inh: inhibitors of HIV-1 Rev-RRE RNA interaction | Rev peptide-RRE RNA binding, FRET | 97,000 tested, 0.79% active | inhibition, % at 8 µM;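 active = inhibition above the screen-wide mean plus 3 SD, cut at about 35% in these data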;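 also: 0% = median DMSO wells and 100% = median Neomycin B control wells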
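Probe or stimulus: fluorescein-Rev peptide as binding partner; assay system: Cy5-tagged RRE RNA duplex with fluorescein-tagged Rev peptide; timing: 5 min compound–RNA preincubation, then 15 min with peptide, 25 °C; medium: HEPES pH 7.5 buffer with KCl, MgCl2, NaCl and EDTA; signal: fluorescein-to-Cy5 FRET, 480 nm excitation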
EphB4 ephrin blk: antagonists of human EphB4-ephrin-B2 interaction; EphB4 LBD / TNYL-RAW-Alexa532 peptide, fluorescence polarization; 97,000 tested, 0.15% active; inhibition, % at 7 µM; AID 720; P54760;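 active = inhibition above the screen-wide mean inhibition plus 3 SD, cut at about 15% in these data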;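 also: 0% = DMSO wells and 100% = excess unlabeled TNYL-RAW peptide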
PostGolgi yeast: growth inhibition of a yeast mutant, post-Golgi transport screen; post-Golgi transport phenotypic cell assay; inhibition, % at 10 µM; 98,000 tested, 0.9% active;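 also: yeast cells grown in 1536-well plates; yeast grown about 18 h at 30C before absorbance read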
PTPN22 inh 2: inhibitors of human LYP (PTPN22) phosphatase. Q9Y2R2. recombinant LYP catalytic domain, DiFMUP fluorescence. inhibition, % at 2 µM. 96,000 tested, 0.21% active. AID 640;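 active = inhibition at 2 µM at or above a set limit, the screen mean plus 3 SD, cut at about 24% in these data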;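 also: 0% = DMSO with enzyme and 100% = enzyme fully blocked by orthovanadate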
PTPN22 act: increases human PTPN22 phosphatase activity; Q9Y2R2; recombinant LYP, DiFMUP fluorescence; 0 = plate median, 100 = signal doubled; activation, % at 2 µM; 96,000 tested, 0.11% active;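 active = activation at 2 µM above a set limit, the mean plus 5 SD, cut at about 37% in these data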
FAK blocker: inhibitors of human focal adhesion kinase; Q05397; biochemical FAK kinase activity assay; inhibition, %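 (tested at 7 µM)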; 97,000 tested, 0.84% active; AID 727; in the data active = inhibition above about 19%;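 also: 0% = DMSO and 100% = reference compound high control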
Target sequence (Q05397 whole entry, looked up): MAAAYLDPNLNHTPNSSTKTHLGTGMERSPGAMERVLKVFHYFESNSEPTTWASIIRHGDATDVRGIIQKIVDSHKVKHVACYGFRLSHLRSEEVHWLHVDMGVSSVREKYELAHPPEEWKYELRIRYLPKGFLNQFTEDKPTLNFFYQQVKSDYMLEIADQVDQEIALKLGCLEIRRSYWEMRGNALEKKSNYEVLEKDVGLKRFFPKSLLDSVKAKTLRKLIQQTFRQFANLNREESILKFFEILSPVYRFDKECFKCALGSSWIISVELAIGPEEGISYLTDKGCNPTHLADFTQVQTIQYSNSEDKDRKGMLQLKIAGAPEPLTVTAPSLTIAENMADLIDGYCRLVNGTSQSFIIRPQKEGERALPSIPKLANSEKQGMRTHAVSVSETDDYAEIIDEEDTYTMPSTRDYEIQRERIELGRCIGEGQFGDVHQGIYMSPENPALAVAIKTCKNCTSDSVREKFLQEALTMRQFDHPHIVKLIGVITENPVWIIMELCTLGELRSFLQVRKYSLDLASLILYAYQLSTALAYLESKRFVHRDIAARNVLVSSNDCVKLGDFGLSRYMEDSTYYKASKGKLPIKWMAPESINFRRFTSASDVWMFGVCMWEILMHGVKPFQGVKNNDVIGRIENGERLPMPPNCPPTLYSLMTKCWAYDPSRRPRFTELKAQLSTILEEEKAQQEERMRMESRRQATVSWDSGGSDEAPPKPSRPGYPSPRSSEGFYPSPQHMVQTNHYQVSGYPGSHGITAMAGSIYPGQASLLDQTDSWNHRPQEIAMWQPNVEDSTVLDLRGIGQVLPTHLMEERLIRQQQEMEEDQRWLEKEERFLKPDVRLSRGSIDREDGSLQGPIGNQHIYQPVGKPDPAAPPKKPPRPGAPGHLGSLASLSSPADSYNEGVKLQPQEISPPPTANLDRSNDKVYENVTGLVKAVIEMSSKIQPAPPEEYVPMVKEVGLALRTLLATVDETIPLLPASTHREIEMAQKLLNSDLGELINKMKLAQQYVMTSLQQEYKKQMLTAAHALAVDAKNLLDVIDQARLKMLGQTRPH
Numbers without * were called inactive; nt = no result given. Rule as the data show it, unless noted: active = inhibition above about 30%; inactive = the rest.

SMILES	PostGolgi ctrl	S1P2 ag	S1P2 antag	HIV Rev-RRE inh	EphB4 ephrin blk	PostGolgi yeast	PTPN22 inh 2	PTPN22 act	FAK blocker
CCC(C)N(C(=O)COC(=O)c1[nH]c(C)c(C(C)=O)c1C)C1CCS(=O)(=O)C1 (stereo not drawn)	nt	-3.6	9.5	-0.9	-1.6	nt	-11.3	7.9	-3.4
CCOc1ccc(-c2nc(C)sc2CC(=O)O)cc1	-1.5	-4.6	-14.0	9.1	5.4	-5.8	-14.4	14.3	-1.3
Cc1cc(C)n2cc(CSc3nnnn3-c3ccccc3)nc2n1	-1.6	-7.2	-22.4	4.4	-2.6	11.6	-7.5	5.2	4.1
O=C(Nc1nc2ccccc2[nH]1)C12CC3CC(CC(C3)C1)C2	22.1	-5.7	12.2	3.5	0.7	-9.5	-2.8	2.5	2.3
COCCCNc1nc(SCc2ccccc2)nc2sc3c(c12)CCC3	9.6	-0.3	-7.8	1.1	8.4	-6.7	2.5	-1.1	-8.7
CCn1cc(Br)c(C(=O)Nc2cccc(Cl)c2)n1	4.3	-6.9	-9.4	5.0	1.6	-2.8	-3.4	2.8	-0.2
O=S(=O)(c1ccccc1)n1ccc2ccccc21	12.5	-7.4	-11.9	5.4	-1.5	-5.2	-6.3	7.5	1.9
O=C(NCc1ccco1)c1ccccc1-c1ccccc1	1.8	-1.9	-0.5	2.2	-1.5	-2.0	-6.0	5.6	2.2
CCCOC(=O)c1ccc(Oc2cn[nH]c2-c2ccc(OC)cc2O)cc1	42.8*	-11.9	1.0	15.6	-3.4	5.6	-5.9	4.7	1.5
COC(=O)c1c(N)c(C#N)c(C)n1-c1ccccc1	8.6	-1.0	-8.4	6.1	-10.5	16.5	2.7	-5.1	-1.5
CN(C)c1ncnc2c1NC1=C(S2)C(=NCCCC(=O)O)CC(C)(C)C1	0.7	-4.9	5.4	-12.7	0.3	-3.4	0.5	1.2	1.4
Nc1nnc(SCc2ccccc2Cl)s1	8.9	0.8	-2.8	8.8	-1.1	-16.1	0.3	-2.0	-0.5
Cc1ccccc1/C=C1\CCCc2ccccc2C1=O	nt	-4.3	-6.1	16.5	-3.3	nt	1.4	-4.3	2.6
Cc1ccc(-c2nc(C#N)c(NCc3cccc4c3OCO4)o2)cc1	19.9	1.2	-31.4	15.6	-0.5	0.9	1.8	-2.6	-1.5
Cc1ccc(C(=O)NC(=S)Nc2cccc3c(C)cc(C)nc23)cc1	2.8	-2.6	3.7	4.8	-4.2	-5.5	-0.2	-0.2	1.2

Brought forward from above: 3 compounds, then new ones.
SMILES	PostGolgi ctrl	S1P2 ag	S1P2 antag	HIV Rev-RRE inh	EphB4 ephrin blk	PostGolgi yeast	PTPN22 inh 2	PTPN22 act	FAK blocker
Cc1ccccc1/C=C1\CCCc2ccccc2C1=O	nt	-4.3	-6.1	16.5	-3.3	nt	1.4	-4.3	2.6
Cc1ccc(-c2nc(C#N)c(NCc3cccc4c3OCO4)o2)cc1	19.9	1.2	-31.4	15.6	-0.5	0.9	1.8	-2.6	-1.5
Cc1ccc(C(=O)NC(=S)Nc2cccc3c(C)cc(C)nc23)cc1	2.8	-2.6	3.7	4.8	-4.2	-5.5	-0.2	-0.2	1.2
c1ccc2c(c1)C(=NC1CCCCC1)NC2=NC1CCCCC1	1.8	-3.6	-5.5	14.4	-5.7	-4.8	3.5	-0.2	3.5
COC(=O)c1ccc(CSc2nc3ccccc3c(=O)n2Cc2ccco2)o1	33.7*	-3.3	-5.3	4.2	-6.8	-7.2	-2.6	-1.0	3.5
Cc1cc(C)c2c(CN3CCN(CCO)CC3)cc(=O)oc2c1	12.1	-7.4	10.9	4.1	-1.2	-4.3	-2.9	2.5	0.8
CCOC(=O)CCCNC(=O)CCNC(=O)c1ccc(OCC)cc1	2.4	-5.4	10.3	0.7	4.4	15.2	-1.7	0.5	-2.3
COc1ccc(C(=O)Nn2c(SCC(=O)N3CCC(C)CC3)nc3ccccc3c2=O)cc1	-1.9	-2.0	4.9	7.8	-1.7	-1.5	-8.8	13.4	0.2
CCCN1C2=NS(=O)(=O)CCN2c2ccccc21	-0.6	-4.8	-2.3	8.0	1.8	-1.2	8.7	-9.8	-0.1
COc1cc2c(cc1OC)CN(C(=O)c1cc(=O)c3ccccc3o1)CC2	-9.6	-0.3	-32.0	-3.5	-4.8	-2.5	-6.1	6.0	1.2
O=C(c1cc(-c2ccccn2)nc2ccc(Br)cc12)N1CCc2ccccc2C1	70.7*	-7.4	4.9	4.7	-0.2	29.8	1.5	-3.6	0.0
Cc1ccc(C2CC(c3ccco3)n3ncnc3N2)cc1 (stereo not drawn)	7.8	-3.3	4.3	4.7	1.8	20.5	7.8	-9.2	-2.6
CCOc1ccccc1C(=O)N(Cc1ccco1)C1CCS(=O)(=O)C1 (stereo not drawn)	14.0	-2.6	17.5	-0.4	1.1	-5.3	6.0	-6.3	5.1
CC(C)Cc1nnc(NC(=O)CSc2nc(=O)cc(N)n2-c2ccccc2)s1	-0.9	-7.5	1.5	5.0	0.2	3.5	0.8	-7.9	-0.4
O=C(NC1CCCC1)C(c1cccs1)N(C(=O)c1ccco1)c1ccc2c(c1)OCO2 (stereo not drawn)	nt	-4.0	-21.7	1.6	-1.7	nt	-0.7	-0.7	-3.2
N#CCN1CCN(CCC(=O)Nc2ccc(OCc3ccccc3)cc2)CC1	7.6	-1.9	-11.1	2.8	-0.1	0.3	6.0	-5.5	-2.0
Cc1ccc(CNc2ncccc2-c2nc3cc(Cl)ccc3o2)cc1	1.4	-6.1	12.2	6.0	0.6	-3.0	5.4	-2.2	2.4
CC(C)CCNC(=O)CN(Cc1cccs1)C(=O)CCC(=O)Nc1nccs1	-0.3	-7.5	0.6	3.0	8.6	2.0	2.0	1.1	-2.1
O=C(/C=C/c1ccccc1)N1CCN(CC(O)COc2ccccc2)CC1 (stereo not drawn)	3.7	-5.8	-1.0	8.2	-0.9	-6.5	-7.3	4.7	-0.9
COc1ccc(Nc2ncnc3c2cnn3Cc2ccccc2)cc1OC	9.4	-3.2	-18.3	9.2	-10.0	-1.1	1.1	-0.7	-1.3
Cc1nn(-c2ccccc2)c(C)c1NC(=O)c1cccs1	-3.9	-2.5	-5.8	6.0	0.0	0.6	2.5	-2.7	0.5
COc1ccc(OCC(=O)Nc2ccc(C)cc2)cc1	4.5	-2.5	11.3	-1.3	-2.2	-5.3	2.4	-3.5	2.2
CCCN1C2CCCC1CC(NC(=S)Nc1cc(C)ccc1C)C2 (stereo not drawn)	nt	-3.4	-12.4	-0.5	-2.7	nt	11.3	-14.4	1.6
Cc1cc(C)c(NC(=O)CN2C(=O)NC3(CCCCC3)C2=O)c(Cl)c1	5.1	-4.3	21.5	8.1	-3.1	14.1	-3.8	0.3	1.0
CCn1nnnc1SCC(=O)N1CCCc2ccccc21	nt	-5.4	-3.0	3.7	-11.7	nt	0.4	0.1	-1.0
CCOC(=O)N1CCC(NC(=O)CCc2nc(-c3ccc(C)cc3)no2)CC1	5.3	-1.7	-0.4	3.4	-8.9	-4.2	-14.5	12.9	-1.0
O=C1NC2(CCCCC2)NN1c1ccccc1	-3.3	-5.4	-29.1	2.1	4.4	13.5	0.5	3.2	1.3
CCOCCCNC(=O)C(NC(=O)c1cnccn1)c1ccc(OC)cc1 (stereo not drawn)	-0.6	-4.0	8.2	-0.9	8.3	1.6	-7.0	7.3	2.3
COc1cccc(-c2nc(N3CCN(c4ccccc4)CC3)c3ccccc3n2)c1O	10.8	-4.8	7.6	-3.6	-9.6	2.9	17.2	-12.6	-0.4
CC(=O)Nc1ccc(OCC(O)CN2CCN(Cc3ccccc3)CC2)cc1 (stereo not drawn)	3.8	-3.9	14.1	7.8	7.9	-1.2	-8.7	8.3	0.7
COc1ccc(-c2nnc(N(C)C(=O)C3CCCO3)s2)cc1 (stereo not drawn)	nt	-8.8	-22.6	0.8	3.7	nt	15.0	-14.5	0.8
Cc1ccc2[nH]c(C)c(CC(=O)O)c2c1	6.2	-0.1	1.2	9.2	-1.0	14.2	-2.5	-0.2	15.3
Nc1nc(NCc2ccccc2)nc(Nc2cccc(F)c2)c1[N+](=O)[O-]	-4.0	4.2	-14.3	1.9	7.0	1.6	5.7	-1.3	2.8
COc1cc(C(c2nnnn2C2CCCC2)N2CCN(C)CC2)cc(OC)c1OC (stereo not drawn)	29.0	0.7	4.0	0.7	-2.5	-1.0	-12.1	10.0	2.9
Cc1ccc(C)c(NC(=S)NC(NC(=O)/C=C/c2ccccc2)C(Cl)(Cl)Cl)c1 (stereo not drawn)	-0.6	-6.3	17.9	3.6	-0.4	-3.7	4.7	-1.5	2.6
COc1ccc(Cl)cc1C(=O)Nc1nnn(C)n1	-7.1	-5.0	7.3	11.8	1.5	-4.7	14.3	-14.0	2.3
Cc1cc(C)n(-c2ccc(C(=O)Nc3ccc(S(=O)(=O)NCc4ccco4)cc3)cc2)n1	12.5	-9.6	27.8	13.9	9.9	7.5	-10.5	9.3	3.1
CC(C)=CC(=O)Nc1ccc2c(c1)OCO2	3.9	-0.9	8.9	7.9	0.6	5.1	-3.2	2.5	-0.2
CCN(CC)S(=O)(=O)c1cccc(C(=O)Nc2sc3c(c2C(N)=O)CCCC3)c1	0.6	-2.9	-15.6	5.7	1.9	-5.1	9.0	-6.7	-2.2
Cc1ccc(C(=O)C(C)OC(=O)c2n[nH]c(=O)c3ccccc23)cc1 (stereo not drawn)	5.5	-6.0	-39.4	8.7	-2.5	-2.6	-12.4	9.2	1.7
CCCc1ccc(C2C3=C(CC(C)(C)CC3=O)NC3=C2C(=O)c2ccccc23)cc1 (stereo not drawn)	15.6	-8.6	-0.9	-3.2	-7.8	-0.4	0.8	4.4	1.8
CN1C(=O)C2(C(C#N)=C(N)N(c3cc(Cl)cc(Cl)c3)C3=C2C(=O)CC(C)(C)C3)c2ccccc21 (stereo not drawn)	1.7	-4.2	11.5	-2.1	1.0	9.8	4.7	-2.4	-1.5
COc1ccc(C(=O)/C=C/N(C)C)cc1	8.0	-4.7	9.8	6.0	6.6	-3.6	8.7	-6.5	10.4
COCCn1c(=O)[nH]c2cc(C(=O)N3CCN(c4ccccc4OC)CC3)ccc2c1=O	-0.7	-4.4	3.6	0.4	-0.5	-2.2	-11.8	15.8	3.0
CC(C)(C)n1nnnc1CN1C2CCC1CC(NC(=O)Nc1ccccc1)C2 (stereo not drawn)	0.5	-16.9	15.2	2.2	-0.8	14.3	-1.5	-1.8	2.4
CON(C)c1nc(OCCNC(=O)COc2ccc(Cl)cc2C)nc(N(C)C)n1	13.9	-4.1	-1.4	8.9	3.1	-6.5	1.2	-3.3	4.5
c1ccc2c(c1)ccc1nnc(SCc3ccc4c(c3)OCCO4)n12	4.5	-4.2	11.9	7.5	1.1	-9.8	-5.2	4.5	-1.8
O=C(O)Cn1c(-c2ccccc2)nc2ccccc21	2.7	-7.1	22.4	3.9	3.3	-0.3	15.0	-14.8	0.3
O=c1[nH]c(CN2CCN(c3ccc(F)cc3)CC2)nc2ccccc12	-6.8	-6.0	15.5	5.0	0.3	-19.8	-4.0	7.1	0.4
Cc1cccc(-c2nnc(SCC#N)n2-c2ccccc2)c1	2.3	-4.0	-16.5	-3.5	-8.8	8.6	-1.9	6.2	-4.0

Some of these compounds in order of length of the SMILES, highest first:
SMILES	PostGolgi ctrl	S1P2 ag	S1P2 antag	HIV Rev-RRE inh	EphB4 ephrin blk	PostGolgi yeast	PTPN22 inh 2	PTPN22 act	FAK blocker
CCN(CC)S(=O)(=O)c1cccc(C(=O)Nc2sc3c(c2C(N)=O)CCCC3)c1	0.6	-2.9	-15.6	5.7	1.9	-5.1	9.0	-6.7	-2.2
Cc1ccc(C(=O)C(C)OC(=O)c2n[nH]c(=O)c3ccccc23)cc1 (stereo not drawn)	5.5	-6.0	-39.4	8.7	-2.5	-2.6	-12.4	9.2	1.7
COc1cc(C(c2nnnn2C2CCCC2)N2CCN(C)CC2)cc(OC)c1OC (stereo not drawn)	29.0	0.7	4.0	0.7	-2.5	-1.0	-12.1	10.0	2.9
